Source: PubChem BioAssay (several laboratories)
CRFBP-R2 agonist: agonists of CRF-BP/CRF-R2 complex, primary screen, cell-based, HEK293, calcium dye fluorescence, uHTS | CRF-binding protein / CRF receptor 2 complex (human) | calcium dye fluorescence (FLIPR); percent of saturating CRF peptide response | activation, % at 13.2 µM | 350,000 tested, 0.46% active;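 active means activation of at least 50%, plus an integration ratio under a set limit after plate pattern correction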;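 further: plate controls were neutral control wells without compound for no effect and CRF at EC100 for full effect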
CRFR2-BP antag: antagonists of CRF-BP/CRF-R2 complex, primary screen, cell-based, HEK293, calcium dye fluorescence, uHTS; AID 588475, 2011; 350,000 tested, 0.59% active; CRF-induced calcium fluorescence; inhibition, % at 11.8 µM;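 active means inhibition of the ligand-induced calcium signal above about 50% at the single tested concentration, limit read from the data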
GalR3 antag: GalR3 antagonists in HEK293 cells, primary screen, cell-based, fluorescence readout. 360,000 tested, 0.44% active. HEK293 GalR3-CNG cAMP membrane potential fluorescence; galR3 body fused to GalR1 C-terminus. inhibition, % at 3 µM. Galanin receptor type 3 (Homo sapiens), O60755;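 active means inhibition above the screen-wide average plus 3 SD, cut at about 13% in these data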;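 further: forskolin and galanin both at EC90 stimulate the cells; cAMP rise reported by CNG channel membrane potential dye signal; 0% = forskolin plus galanin with DMSO and 100% = forskolin alone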
Target sequence (O60755 1-299 limits assumed): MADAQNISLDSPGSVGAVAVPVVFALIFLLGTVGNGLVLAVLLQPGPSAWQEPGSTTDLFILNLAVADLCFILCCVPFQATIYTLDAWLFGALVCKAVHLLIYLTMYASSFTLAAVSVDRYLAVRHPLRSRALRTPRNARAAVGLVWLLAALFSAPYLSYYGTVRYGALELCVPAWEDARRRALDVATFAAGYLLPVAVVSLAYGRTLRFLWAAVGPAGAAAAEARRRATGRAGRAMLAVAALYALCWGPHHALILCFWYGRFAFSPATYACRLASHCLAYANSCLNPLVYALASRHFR
* = called active by the depositor; · = not tested or not shown; & = joins results of further samples. These rows are one share of the data; count on the stated rates, not on these rows.

CRFBP-R2 agonist	CRFR2-BP antag	GalR3 antag	molecule
-0.9	2	·	C[C@@]12C(=O)Nc3cc(F)c(F)cc3C(=O)N1[C@H]1c3cc(Cl)ccc3OC[C@@H]1[C@@H]2c1ccccc1
-1.2	5	·	Cc1cc(F)ccc1NC(=O)C1CCN(C(=O)Nc2ccccc2)CC1
-0.2	-1	·	CC(C)[C@H](NS(=O)(=O)c1cccc(Cl)c1)C(=O)OCC(=O)NC(=O)CN1CCCC1=O
3.3	5	·	Cc1ccc(S(=O)(=O)Nc2ccc3c(c2)C(=O)N([C@H](C)CO)C[C@H](C)[C@@H](CN(C)Cc2ccc(-c4ccccc4)cc2)O3)cc1
-0.5	-17	·	COC(=O)C1=C(C)N(Cc2ccccc2)C(=NCc2cccc(C(F)(F)F)c2)N[C@H]1c1cccc(C(F)(F)F)c1
2.5	22	·	COc1ccc(-c2nc3ccc(C)cn3c2NCc2ccccc2)cc1SC1CCCCC1
1.2	6	·	CCC[C@@H](CN1CCC[C@H]1CN1C(N)=NC[C@@H]1Cc1ccccc1)N1C[C@@H](Cc2ccccc2)N(CCCC2CCCC2)C1=N
1.0	9	·	CC(=O)N1CCN(S(=O)(=O)c2cccc(C(=O)NNC(=O)COc3ccc(Cl)cc3C)c2)CC1
-1.9	-1	·	CC(C)(Oc1ccc(C2CC2(Cl)Cl)cc1)C(=O)O (centres undefined)
-1.0	34	·	COc1ccc(C=NNc2ccc(S(=O)(=O)Nc3ccccc3C(=O)O)cc2[N+](=O)[O-])c(OC)c1
-1.1	-8	·	COc1ccccc1NS(=O)(=O)c1cc(NC(=O)c2ccc(Cl)nc2)ccc1N1CCCC1
0.8	12	·	COc1cc(OC)cc(-c2sc3ccc(OC)cc3c2-c2ccc(OCCN3CCCCC3)cc2)c1
1.2	10	·	O=C1c2ccc(-c3ccc(F)cc3OCc3ccccc3)cc2S(=O)(=O)c2cccc(C(=O)N3CCCC3)c21
-4.7	0	·	CC(C)(C)NC(=O)C[C@H]1C[C@H](C(=O)N2CCOCC2)[C@@]2(CCC3CCCC3)c3[nH]c4cc(-c5ccco5)ccc4c3CCN2C1=O
3.0	-1	·	O=C(Cn1ccn(-c2ccc(F)c(Cl)c2)c(=O)c1=O)NCCc1ccccc1
7.0	-35	·	CN(C(=O)CN(CCO)CC(=O)N(C)C(C)(C)Cc1ccccc1)C(C)(C)Cc1ccccc1
3.8	0	·	COc1cc2oc(=O)cc(-c3ccc(-c4ccc(C(F)(F)F)cc4)cc3)c2c(OC)c1OC
-1.9	-3	·	Cc1ccc(-c2csc(NC(=O)c3c(C)noc3C)n2)s1
-0.9	20	·	Cc1cn[nH]c1
2.1	-13	·	CCN1CCN(c2ccc(S(=O)(=O)N3CCCCC3)cc2NC(=O)COc2cc(C)ccc2Cl)CC1
2.9	-21	·	FC(F)(F)c1cc(CO[C@@H]2CCCN[C@@H]2c2ccccc2)cc(C(F)(F)F)c1
15	-25	·	C#CCOCCOCCOCCNc1nc(N2CCN(C(=O)CCCCCCCCCCNC(=O)[C@H](CCCCN)n3cc(CCCC(=O)O)nn3)CC2)nc(N2CCN(C(=O)CCCCCCCCCCNC(=O)[C@H](CCCN=C(N)N)n3cc(C[C@@H](C)CC)nn3)CC2)n1
-1.8	-8	·	COC(=O)C1=C(C)N(Cc2ccccc2)C(=NCCc2c[nH]c3ccccc23)N[C@H]1c1cccc(C(F)(F)F)c1
18	-43	·	C#CCOCCOCCOCCNc1nc(N2CCN(C(=O)CCCCCCCCCCNC(=O)[C@H](CCCCN)n3cc(CCO)nn3)CC2)nc(N2CCN(C(=O)CCCCCCCCCCNC(=O)[C@H](CCCN=C(N)N)n3cc(C[C@@H](C)CC)nn3)CC2)n1
1.4	-4	·	COc1cc(C(O)CO)ccc1O (centres undefined)
6.7	6	·	CCOc1ccc(OC(=O)c2ccc3c(=O)n4c(nc3c2)CCC4)cc1
-0.2	8	·	C#CCOCCOCCOCCNc1nc(N2CCN(C(=O)CCCCCCCCCCNC(=O)[C@@H](CCSC)n3cc(CCO)nn3)CC2)nc(N2CCN(C(=O)CCCCCCCCCCNC(=O)[C@H](CCC(=O)O)n3cc(CCCCCN)nn3)CC2)n1
1.9	-9	·	COC(=O)[C@H](C)N(Cc1ccc(Cl)c(Cl)c1)S(=O)(=O)CCNC1CCCC1
16	-5	·	C#CCOCCOCCOCCNc1nc(N2CCN(C(=O)CCCCCCCCCCNC(=O)Cn3cc(CCCCCN)nn3)CC2)nc(N2CCN(C(=O)CCCCCCCCCCNC(=O)Cn3cc(CCCCCN)nn3)CC2)n1
1.6	18	·	COc1ccc(CN2C[C@H]3CCCN3c3cc(Br)ccc3S2(=O)=O)cc1

A section of the results above, as a working copy:
CRFBP-R2 agonist	CRFR2-BP antag	GalR3 antag	molecule
-0.9	2	·	C[C@@]12C(=O)Nc3cc(F)c(F)cc3C(=O)N1[C@H]1c3cc(Cl)ccc3OC[C@@H]1[C@@H]2c1ccccc1
-1.2	5	·	Cc1cc(F)ccc1NC(=O)C1CCN(C(=O)Nc2ccccc2)CC1

Complete entries, quoted from the list. Order of values: CRFBP-R2 agonist, CRFR2-BP antag, GalR3 antag
Record of CC(=O)N1CCN(S(=O)(=O)c2cccc(C(=O)NNC(=O)COc3ccc(Cl)cc3C)c2)CC1 = 1.0, 9, ·
Record of Cc1cc(F)ccc1NC(=O)C1CCN(C(=O)Nc2ccccc2)CC1 = -1.2, 5, ·
Record of C[C@@]12C(=O)Nc3cc(F)c(F)cc3C(=O)N1[C@H]1c3cc(Cl)ccc3OC[C@@H]1[C@@H]2c1ccccc1 = -0.9, 2, ·
Record of CCOc1ccc(OC(=O)c2ccc3c(=O)n4c(nc3c2)CCC4)cc1 = 6.7, 6, ·

Going on with the list:
CRFBP-R2 agonist	CRFR2-BP antag	GalR3 antag	molecule
0.8	-18	·	CC(C)c1c(O)ccc2c1CC[C@H]1C(C)(C)CCC[C@]21C
-1.0	2	·	CC(=O)c1nccs1
-1.1	21	·	CC(C)[C@H](CN1CCC[C@H]1CN1C(N)=NC[C@H]1C(C)C)N1C[C@@H](Cc2ccccc2)N(CCCC2CCCC2)C1=N
62*	-14	·	O=C(NCc1ccco1)c1cccc2c1C(=O)c1ccc(N3CCC(Cc4ccccc4)CC3)cc1S2(=O)=O
-1.8	-27	·	O=S(=O)(/C(=C\c1ccc(C(F)(F)F)cc1)c1nc2ccccc2[nH]1)c1ccccc1
5.7	16	·	COc1cccc(-c2sc3ccc(OC)cc3c2-c2ccc(OCCN3CCCCC3)cc2)c1
-0.4	-7	·	C[C@@H]1C(=O)O[C@H]2CC34[C@H]5C[C@@H](C(C)(C)C)[C@]36[C@@H](OC(=O)[C@@H]6O)O[C@@]4(C(=O)O5)[C@]21O (some centres undefined)
4.2	-14	·	C[C@@]12C(=O)Nc3cc(F)ccc3C(=O)N1[C@H]1c3ccccc3OC[C@@H]1[C@@H]2c1ccccc1
-0.3	-16	·	NC(=O)c1ccc[n+]([C@H]2O[C@@H](COP(=O)([O-])OP(=O)(O)OC[C@H]3O[C@@H](n4cnc5c(N)ncnc54)[C@H](O)[C@@H]3O)[C@H](O)[C@@H]2O)c1
4.4	-2	·	C[C@@]12C(=O)Nc3ccc(Cl)cc3C(=O)N1[C@H]1c3ccccc3OC[C@@H]1[C@@H]2c1ccccc1
-1.7	-8	·	Nc1ncnc2c1ncn2[C@@H]1O[C@H](CNCc2ccccc2)[C@@H](O)[C@H]1O
1.9	-13	·	O=C1C=C(c2ccc3cc[nH]c3c2)C[C@@H](c2ccc3c(c2)OCO3)C1
0.8	18	·	CCCc1ncc(C[n+]2ccccc2C)c(N)n1
-0.1&-2.4	-7&-5	·	COc1ccccc1N1CCN(CCN(C(=O)C2CCCCC2)c2ccccn2)CC1
3.3	-2	·	O=C(NCc1ccccc1Br)c1cccc2c1C(=O)c1ccc(-c3ccc(OC(F)(F)F)cc3)cc1S2(=O)=O
0.1	1	·	C#CCOCCOCCOCCNc1nc(N2CCN(C(=O)CCCCCCCCCCNC(=O)[C@@H](CCSC)n3cc(CCO)nn3)CC2)nc(N2CCN(C(=O)CCCCCCCCCCNC(=O)[C@H]([C@@H](C)CC)n3cc(CCCCN=C(N)N)nn3)CC2)n1
2.4	0	·	Cc1ccc(CNC(=O)CSc2nc(=O)n3ccccc3n2)cc1
-0.1	12	·	O=C1NCCO1
0.6	-4	·	CC(C)CCC[C@@H](C)[C@H]1CC[C@H]2[C@@H]3C(=O)C=C4C[C@@H](O)CC[C@]4(C)[C@H]3CC[C@]12C
-0.9	1	·	CC1CCN(C(=O)c2[nH]cnc2C(=O)NCc2ccccc2)CC1
-1.1	-24	·	N=c1ccn2c(n1)O[C@H]1[C@@H](CO)[C@H](O)O[C@H]12
-1.6	-4	·	CN[C@H](C)C(=O)NC[C@H]1O[C@@H](n2cnc3c(N)ncnc32)[C@H](O)[C@@H]1O
0.1	5	·	Cc1c2ccccc2c(C)c2c1ccc1ccccc12
1.5	-40	·	O=C(Nc1ccccc1)OCC(CN1CCCCC1)OC(=O)Nc1ccccc1 (centres undefined)
-2.3	41	·	O=C(O)Cc1cccc(=O)c(O)c1C(=O)O
3.9	8	·	C#CCOCCOCCOCCNc1nc(N2CCN(C(=O)CCCCCCCCCCNC(=O)Cn3cc(C[C@@H](C)O)nn3)CC2)nc(N2CCN(C(=O)CCCCCCCCCCNC(=O)[C@@H]([C@H](C)O)n3cc(C)nn3)CC2)n1
0.4	1	·	NC(=O)C1Cc2ccccc2CN1C(=O)c1nn(Cc2ccccc2)c(=O)c2ccccc12 (centres undefined)
1.6	16	·	COc1cccc(/C=C/C(=O)OCC(=O)Nc2nnc(-c3ccccc3)o2)c1
-1.6	-2	·	C=C1C(=O)O[C@@]23[C@H]1CC[C@@H](C)[C@@H]2CC[C@@]1(C)O[C@@H]31
1.0	7	·	Cc1ccc(NC(=O)c2cnc(SCC(=O)c3ccccc3)n(C)c2=O)cc1
0.2	16	·	NC(=O)OCC(O)COc1ccc(Cl)cc1 (centres undefined)
2.2	-1	·	CC(=O)Nc1ccc(Oc2nc(-c3cccnc3)nc3sc4c(c23)CCCC4)cc1
3.7	-8	·	CC1Nc2ncnc(N3CCc4ccccc4C3)c2N(Cc2ccc(Cl)cc2)C1=O (centres undefined)
2.3	-24	·	CC(=O)OCC1OC(OC2C[C@]3(C)C(CC(O)C4C([C@](C)(CCC=C(C)C)OC5OC(CO)C(O)C(O)C5O)CC[C@]43C)[C@@]3(C)CCC(O)C(C)(C)C23)C(O[C@@H]2OC(C)C(O)C(O)C2O)C(O)C1O (some centres undefined)
-1.0	5	·	CCN(CC)S(=O)(=O)c1cccc(NC(=O)CCNC(=O)NC23CC4CC(CC(C4)C2)C3)c1
5.2	-15	·	CCCCNc1c(-c2ccc(OC)c(SC3CCCCC3)c2)nc2cnccn12
-1.7	5	·	O=C(NCc1cccnc1)C(=O)Nc1cc2c3c(c1)CC(=O)N3CCC2
1.8	-2	·	CCC(CN(C)C)Oc1cc(NCc2ccccc2)c2ncn(C(C)C)c2c1 (centres undefined)
0.2	15	0	COc1ccc(S(=O)(=O)N2CCOC23CCN(S(=O)(=O)c2c(C)cc(C)cc2C)CC3)cc1
-1.7	-3	-4	Cc1cc(SCC(=O)NCC(c2cccs2)N2CCOCC2)c(C)cc1Br (centres undefined)
-1.6	-25	-3	Cn1c2ccsc2c2ncn(Cc3ccc(F)cc3)c(=O)c21
-0.9	-2	-8	O=C(OCc1cn([C@H]2CN(C(=O)c3cccs3)[C@@H](c3ccc(Cl)cc3)C[C@@H]2O)nn1)c1ccccc1
4.3	4	2	CCN1C(=O)[C@@H]2[C@@H](c3ccc(-c4cccc(Cl)c4)c(OC)c3)N3CCCC[C@@]3(C(=O)OC)[C@@H]2C1=O
1.6	-15	0	COC(=O)CCC(C)C1CCC2C3CCC4CC(O)CCC4(C)C3CC(O)C12C (centres undefined)
1.8	9	0	CCOc1ccc(C(=O)OCC(=O)Nc2cc(S(=O)(=O)N3CCOCC3)ccc2N2CCOCC2)cc1
-1.8	17	0	COc1ncc(-c2ccc3c(c2)S(=O)(=O)c2cccc(C(=O)NCc4ccco4)c2C3=O)cn1
7.5	36	-3	COc1ccc(/C=C2/CCCC(CN(C)C)C2=O)cc1 (centres undefined)
0.9	-17	-3	COc1cccc(-c2sc3ccccc3c2-c2ccc(OCCN3CCCC3)cc2)c1
-0.5	-3	-4	CSCCC(NC(=O)c1ccccc1Br)C(=O)NNC(=O)c1cc(C)oc1C (centres undefined)
-1.2	2	-8	O=C(O)c1cc(NS(=O)(=O)c2ccc(F)cc2)cc(NS(=O)(=O)c2ccc(F)cc2)c1
-1.4	17	-3	COc1ccc(S(=O)(=O)Nc2ccc3c(c2)N(C(C)=O)CCC3)cc1
0.4	-1	-6	COc1cc(NC(=O)[C@H]2CCCN2S(=O)(=O)c2cccc3cccnc23)cc(OC)c1OC
-0.8	-10	-5	CN(C(=O)c1cccc(NC(=O)Cc2cccc(NC(=O)C3CCN(C(=O)C4CCCC4)CC3)c2)c1)C1CC1
3.1	-16	-3	CCC(C)Sc1ccc([C@@H]2[C@@H]3C(=O)N(CC)C(=O)[C@@H]3[C@]3(C(=O)OC)CCCCN23)cc1 (some centres undefined)

Some entries already given, limited to CRFBP-R2 agonist:
compound,CRFBP-R2 agonist
Cc1cc(F)ccc1NC(=O)C1CCN(C(=O)Nc2ccccc2)CC1,-1.2
CCC[C@@H](CN1CCC[C@H]1CN1C(N)=NC[C@@H]1Cc1ccccc1)N1C[C@@H](Cc2ccccc2)N(CCCC2CCCC2)C1=N,1.2
